Assay outcomes: PubChem BioAssay, Vanderbilt High Throughput Screening Facility
Cav3 T inh = human Cav3.2 channel inhibition, primary screen. O95180. Cav3.2-expressing cells, Fluo-4 calcium fluorescence FDSS; hits give low values. B-score at 10 µM. 100,000 compounds, 4% hits;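 active = single-dose well whose peak fluorescence ratio is a statistical outlier from its plate by either plate-standardised score or position-corrected B-score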
Target sequence (O95180 whole entry, looked up): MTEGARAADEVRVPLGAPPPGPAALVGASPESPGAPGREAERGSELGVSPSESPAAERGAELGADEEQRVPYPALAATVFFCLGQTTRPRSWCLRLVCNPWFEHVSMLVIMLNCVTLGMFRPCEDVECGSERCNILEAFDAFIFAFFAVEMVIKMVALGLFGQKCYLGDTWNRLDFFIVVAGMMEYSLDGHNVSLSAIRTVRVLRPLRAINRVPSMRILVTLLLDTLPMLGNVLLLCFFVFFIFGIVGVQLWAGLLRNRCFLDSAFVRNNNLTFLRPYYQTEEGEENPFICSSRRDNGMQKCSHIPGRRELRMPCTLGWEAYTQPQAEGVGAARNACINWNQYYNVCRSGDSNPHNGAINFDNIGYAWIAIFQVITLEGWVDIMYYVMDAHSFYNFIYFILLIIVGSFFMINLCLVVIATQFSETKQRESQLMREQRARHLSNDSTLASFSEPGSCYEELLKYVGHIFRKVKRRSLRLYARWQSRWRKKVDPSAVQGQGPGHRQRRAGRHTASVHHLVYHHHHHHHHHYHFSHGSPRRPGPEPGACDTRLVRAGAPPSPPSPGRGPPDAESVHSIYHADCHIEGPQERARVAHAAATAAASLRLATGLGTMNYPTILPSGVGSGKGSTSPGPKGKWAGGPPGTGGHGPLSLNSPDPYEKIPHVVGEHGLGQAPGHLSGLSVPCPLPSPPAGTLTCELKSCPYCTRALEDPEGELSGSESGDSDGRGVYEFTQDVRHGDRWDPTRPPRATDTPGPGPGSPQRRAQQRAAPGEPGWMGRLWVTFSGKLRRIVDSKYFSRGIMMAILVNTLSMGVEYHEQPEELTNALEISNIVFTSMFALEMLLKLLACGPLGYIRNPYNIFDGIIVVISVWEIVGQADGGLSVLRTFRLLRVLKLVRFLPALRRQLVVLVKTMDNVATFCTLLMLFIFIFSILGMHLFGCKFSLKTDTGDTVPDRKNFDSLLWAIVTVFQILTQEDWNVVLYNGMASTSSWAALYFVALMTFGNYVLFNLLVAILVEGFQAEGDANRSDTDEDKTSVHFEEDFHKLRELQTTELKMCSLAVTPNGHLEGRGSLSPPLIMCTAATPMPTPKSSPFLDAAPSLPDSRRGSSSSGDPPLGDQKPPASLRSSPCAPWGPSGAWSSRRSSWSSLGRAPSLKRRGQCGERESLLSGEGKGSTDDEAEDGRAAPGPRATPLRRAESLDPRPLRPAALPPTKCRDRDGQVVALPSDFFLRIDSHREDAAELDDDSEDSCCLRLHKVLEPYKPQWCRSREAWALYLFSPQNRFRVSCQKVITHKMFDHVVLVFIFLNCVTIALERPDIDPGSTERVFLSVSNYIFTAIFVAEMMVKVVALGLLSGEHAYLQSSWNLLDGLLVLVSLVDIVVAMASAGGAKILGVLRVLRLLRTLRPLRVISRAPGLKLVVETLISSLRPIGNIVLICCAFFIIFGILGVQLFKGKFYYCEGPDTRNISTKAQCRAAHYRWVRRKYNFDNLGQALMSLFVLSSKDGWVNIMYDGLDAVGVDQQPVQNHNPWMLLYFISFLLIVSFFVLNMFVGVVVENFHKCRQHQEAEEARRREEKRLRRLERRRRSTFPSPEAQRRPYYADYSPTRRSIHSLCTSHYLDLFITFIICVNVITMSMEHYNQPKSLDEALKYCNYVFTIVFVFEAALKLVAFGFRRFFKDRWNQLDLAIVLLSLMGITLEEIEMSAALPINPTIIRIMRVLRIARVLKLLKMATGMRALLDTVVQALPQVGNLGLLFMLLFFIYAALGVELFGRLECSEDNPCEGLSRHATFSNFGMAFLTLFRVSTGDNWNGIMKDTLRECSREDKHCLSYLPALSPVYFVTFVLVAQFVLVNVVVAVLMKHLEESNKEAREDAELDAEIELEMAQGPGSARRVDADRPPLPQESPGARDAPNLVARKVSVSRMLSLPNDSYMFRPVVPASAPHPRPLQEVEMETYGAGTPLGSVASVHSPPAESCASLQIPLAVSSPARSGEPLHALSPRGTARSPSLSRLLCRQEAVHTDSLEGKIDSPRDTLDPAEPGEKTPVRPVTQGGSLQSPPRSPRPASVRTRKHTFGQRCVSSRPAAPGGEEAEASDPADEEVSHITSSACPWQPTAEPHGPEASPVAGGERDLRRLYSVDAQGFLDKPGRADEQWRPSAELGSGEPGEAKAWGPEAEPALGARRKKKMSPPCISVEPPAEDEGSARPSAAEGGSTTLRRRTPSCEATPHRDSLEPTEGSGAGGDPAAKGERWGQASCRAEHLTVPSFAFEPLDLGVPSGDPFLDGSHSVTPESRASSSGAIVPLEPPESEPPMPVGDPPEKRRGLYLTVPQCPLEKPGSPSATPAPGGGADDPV
An asterisk follows results filed as active. Some of the compounds tested; count on the stated rates, not on these rows.

Cav3 T inh	SMILES
0.55	O=C(NCc1cccnc1)c1cnc2sccn2c1=O
0.51	Cc1cc(-n2[nH]c(C)c(C)c2=O)nc(-c2ccccc2O)n1
0.17	CC(C)(C)NC(=O)Cn1c(SCC(=O)N2CCCCCC2)nc2ccccc21
1.1	CCCc1nnc(NC(=O)C(C)N2C(=O)C3C4C=CC(C4)C3C2=O)s1 (stereo not given)
0.01	Brc1ccc(-c2nnc3n2CCCCC3)cc1
0.17	CCOC(=O)c1ccc(NC(=O)NCCN2CCCCC2)cc1
-0.3	Nn1c(SCC(=O)NC2CCCCC2)nnc1-c1ccc(Cl)cc1
0.56	COc1ccc(S(=O)(=O)NCc2cccs2)cc1
0.098	Cc1nn(Cc2cccc(F)c2)c(C)c1NC(=O)c1c([N+](=O)[O-])c(C)nn1C
-3.7	COc1ccc(-c2oc3ccccc3c(=O)c2OC(=O)c2ccc(C)cc2)cc1
-0.076	CCOc1ccccc1NC(=O)c1cc(Cl)ccc1NC(=O)c1ccco1
-0.0084	CSc1nnc(-c2ccccc2Cl)o1
0.15	CCOC(=O)N1CCN(C(=O)COc2ccc(S(=O)(=O)NCC(C)C)cc2C)CC1
2.2	CN1CC2=Cc3ccccc3OC23Oc2ccccc2C=C3C1
0.61	CNC(=O)c1ccc(OCc2ccccc2)c(OC)c1
-0.64	O=C(NC1CC2CCCC(C1)N2C(=O)N1CCCCC1)C1CCCCC1 (stereo not given)
0.21	O=C(Nc1ccc(S(=O)(=O)NCc2cccnc2)cc1)c1ccco1
-0.88	Cc1cc(C)nc(SCc2nnc(SCC(=O)OC3CCCCC3)o2)n1
-2.6	CCc1ccc2[nH]c(=O)c(CN(Cc3nnnn3C3CCCC3)C3CCCCC3)cc2c1
0.23	COc1ccc(C(=O)NC(=S)N2CCCCC2)cc1
0.22	CCOC(=O)NC1(NCC(C)C)Oc2ccccc2O1
0.13	Cc1ccc(NC(=O)C(=O)NC2CCCCC2)cc1
1.4	O=C(c1ccccc1)N1CCN(C(=O)c2cc3ccccc3o2)CC1
-0.13	Cc1ccc2[nH]c3c(=O)n(Cc4ccncc4)cnc3c2c1
0.23	O=C(Oc1nsnc1N1CCOCC1)N1CCCCC1
-0.021	CC1(C(=O)NC2CCCCC2)CCC(=O)N1Cc1cccnc1 (stereo not given)
-0.91	COCc1nnc(NC(=O)CCC2CCCCC2)s1
-0.035	Cc1ccc(S(=O)(=O)NCCc2ccncc2)cc1
-0.9	COc1ccc(C(C(=O)NC2CCCCC2)N(CC2CCCO2)C(=O)CNC(=O)c2ccco2)cc1 (stereo not given)
0.73	CC1Cc2ccccc2N1C(=O)CSc1nnc2sc3ccccc3n12 (stereo not given)
0.86	CC1=Nn2c(nnc2-c2cccs2)SC1
-3.8	COc1ccc(-c2cn(-c3ccc(C)cc3)c(=O)n2CC(=O)Nc2ccc(OC)cc2OC)cc1
1.4	COc1ccc(S(=O)(=O)NC(CC(=O)NCc2ccccc2OC)c2ccco2)cc1 (stereo not given)
0.51	CCCCC1=CC2=CC(=O)C(C)(OC(=O)CC)C(=O)C2=CN1CCc1c[nH]c2ccccc12 (stereo not given)
-1	CCOC(=O)c1c(NC(=O)CN2C(=O)c3ccccc3C2=O)sc(Cc2ccc3c(c2)OCO3)c1C
0.26	COc1cccc(-c2ccc(C#N)c(OC(=O)c3ccc(Cl)cc3)n2)c1
1.4	COCCSc1nnc(NC(=O)C2CCCO2)s1 (stereo not given)
0.36	Cc1c(C#N)c2ccccc2n1CC(=O)NCc1cccnc1
0.043	O=C1C=C(NCc2ccc(Cl)cc2)CC(c2ccco2)C1 (stereo not given)
0.52	COc1ccc(S(=O)(=O)N(C)CC(=O)Nc2ccccc2OC)cc1
1.8	N#CCCSc1ncnc2c1oc1ccccc12
1.5	Cc1ccc(-c2nnn(CC(=O)NCC3CC3)n2)o1
0.058	COc1ccc(C(c2nnnn2CS(=O)(=O)c2ccc(C)cc2)N2CCN(c3ncccn3)CC2)cc1 (stereo not given)
-1.5	Cc1ccccc1-c1nc(-c2ccc(NC(=O)c3ccc(Br)o3)cc2)no1
0.3	Cc1nnc(OCc2nc3ccccc3n2C)c2ccccc12
-1.6	CC(=O)Nc1ccc(NS(=O)(=O)c2cccc3ccccc23)cc1
0.12	Cc1c(C=NCCOCc2ccccc2)cnn1C
0.042	Cc1nc2ccccn2c1C(=O)NCc1cccnc1
-1.1	O=C1CSC(c2cn(-c3ccccc3)nc2-c2ccc3c(c2)OCCO3)N1CCN1CCOCC1 (stereo not given)
-0.5	Cc1ccc(CNC(=O)CCCn2c(=O)c3ccccc3n(CC(=O)NC3CCCC3)c2=O)cc1
-5*	CC(C)N(Cc1nc(-c2ccc(Cl)cc2)no1)C(=O)CCCN1C(=O)c2ccccc2C1=O
-0.83	CCOC(=O)CC(=O)CSc1nc2c(C)c(C)ccc2cc1C
-0.47	CN(C)/C=C1\N=C(c2ccc(Cl)cc2Cl)OC1=O
-4.6	COC(=O)C1=C(N)Oc2cc(C)n(Cc3ccco3)c(=O)c2C1c1cccc(Cl)c1 (stereo not given)
-1.8	O=C(CCC(=O)OCC(=O)c1ccc(Br)cc1)Nc1ccc(Br)c2cccnc12
0.057	CC(C)C[C@H](NC(=O)Nc1ccc(S(N)(=O)=O)cc1)C(=O)O
0.82	CCn1c(SCC(=O)N2c3ccccc3CC2C)nnc1-c1ccco1 (stereo not given)
-1.3	COc1cc(-c2nnc(SCC3(c4ccccc4)OCCO3)o2)cc(OC)c1OC
0.098	Clc1ccc2c(NCc3ccccn3)ncnc2c1
1.2	CC(C)C(NC(=O)OCc1ccccc1)C(=O)OCC(=O)NCc1ccco1 (stereo not given)

The list goes on.
Cav3 T inh	SMILES
-2	COc1ccc(-c2oc3ccc(-c4ccc(OC)nc4)cc3c2-c2ccc(OC)cc2)cc1
-0.16	c1ccc(-c2nc(NCc3cccnc3)c3oc4ccccc4c3n2)cc1
-0.2	CSc1nc(-c2ccc(Cl)cc2)nn1C(=O)c1ccco1
3.9	Cc1ccc(C(=O)Nc2ccc3c(c2)nc2n3CCSC2)cc1
-0.027	O=C(CSc1ccc2c(c1)OCCO2)Nc1ncc(Cl)cc1Cl
-2.1	c1ccc(N2CCN(c3ccccc3)C2c2cccnc2)cc1
-0.47	N#Cc1cc2cc3c(cc2nc1N1CCCCC1)OCCO3
0.53	CCNC(=O)N(C(=O)NCC)n1c(C)nnc1C
0.32	COC(=O)CCC(=O)N1CCOCCOCCN(C(=O)CCC(=O)OC)CCOCCOCC1
1.7	COc1cccc(C(=O)Cn2c(N3CCOCC3)nc3c2c(=O)n(C)c(=O)n3C)c1
0.42	CCn1c(-c2ccco2)nc2ccccc21
0.49	O=C1CCNc2cc3ccccc3cc21
0.36	CCCCOCCCNC(=O)c1ccc2c(c1)OCO2
0.59	CCOC(=O)c1cnn(-c2cccc(Cl)c2)c1N
0.79	CCCc1c(O)nc(SCCN(CCC)CCC)[nH]c1=O
0.026	CC(=O)c1c(NCc2ccccc2)nc(=O)n(-c2ccccc2)c1C
-3	CCC(Sc1nc2cc3c(cc2c(=O)n1Cc1ccco1)OCO3)C(=O)Nc1ccccc1OC (stereo not given)
0.4	Cc1nc(SCC(=O)Nc2cc(C)on2)c2c(=O)n(C)c(=O)n(C)c2n1
-0.079	Cc1ccc(N(C(=O)Cn2nnc3ccccc32)C(C(=O)NC2CCCCC2)c2cn(C)nc2C)cc1 (stereo not given)
0.8	CCCN1C2CCCC1CC(NC(=O)c1cc(OC)c(OC)c(OC)c1)C2 (stereo not given)
-0.81	COCCn1c(C)cc(C2=NNC(=Nc3ccc(OC)cc3)SC2)c1C
0.2	CCC(C)NC(=O)CNS(=O)(=O)c1ccc(C)cc1 (stereo not given)
-1.1	N#Cc1sc2nc(-c3cccs3)cc(-c3ccccc3)c2c1N
-0.17	S=C(NCc1ccco1)Nc1cccc(Cl)c1

An excerpt of these results, tab-delimited.
Compound	Cav3 T inh
c1ccc(N2CCN(c3ccccc3)C2c2cccnc2)cc1	-2.1
N#Cc1cc2cc3c(cc2nc1N1CCCCC1)OCCO3	-0.47
CCNC(=O)N(C(=O)NCC)n1c(C)nnc1C	0.53
COC(=O)CCC(=O)N1CCOCCOCCN(C(=O)CCC(=O)OC)CCOCCOCC1	0.32
COc1cccc(C(=O)Cn2c(N3CCOCC3)nc3c2c(=O)n(C)c(=O)n3C)c1	1.7
CCn1c(-c2ccco2)nc2ccccc21	0.42
O=C1CCNc2cc3ccccc3cc21	0.49
CCCCOCCCNC(=O)c1ccc2c(c1)OCO2	0.36
CCOC(=O)c1cnn(-c2cccc(Cl)c2)c1N	0.59
CCCc1c(O)nc(SCCN(CCC)CCC)[nH]c1=O	0.79
CC(=O)c1c(NCc2ccccc2)nc(=O)n(-c2ccccc2)c1C	0.026
CCC(Sc1nc2cc3c(cc2c(=O)n1Cc1ccco1)OCO3)C(=O)Nc1ccccc1OC (stereo not given)	-3
Cc1nc(SCC(=O)Nc2cc(C)on2)c2c(=O)n(C)c(=O)n(C)c2n1	0.4
Cc1ccc(N(C(=O)Cn2nnc3ccccc32)C(C(=O)NC2CCCCC2)c2cn(C)nc2C)cc1 (stereo not given)	-0.079
CCCN1C2CCCC1CC(NC(=O)c1cc(OC)c(OC)c(OC)c1)C2 (stereo not given)	0.8
COCCn1c(C)cc(C2=NNC(=Nc3ccc(OC)cc3)SC2)c1C	-0.81

(next part)
Cav3 T inh	SMILES
-2.6	COc1cc(NC(=O)CN(c2cc(C)cc(C)c2)S(=O)(=O)c2c(C)noc2C)cc(OC)c1
0.73	COc1ccc(NC(=O)C2CCN(C(=O)NC3CCCCC3)CC2)c(OC)c1
0.044	CCOC(=O)CN1CC23C=CC(O2)C(C(=O)Nc2ccc(C(C)=O)cc2)C3C1=O (stereo not given)
-0.46	Cc1ccccc1NS(=O)(=O)c1cc(C(=O)NCc2ccco2)ccc1C
-0.28	C/C(=N\S(=O)(=O)c1ccc(C)cc1)N1CCN(S(=O)(=O)c2ccccc2)C1C(C)C (stereo not given)
-0.74	COc1ccc(C)cc1S(=O)(=O)N1CCN(Cc2ccccc2)CC1
0.7	O=C(O)CN=C(NS(=O)(=O)c1ccccc1)c1ccccc1
0.88	CC1CC(O)(Cc2ccccc2)C(C)CN1C (stereo not given)
1.1	COc1nc(-c2ccccc2)ccc1-c1noc(-c2cccs2)n1
1.3	COC(=O)[C@@H](NC(=O)NCc1ccccc1Cl)C(C)C
-0.95	CCNC(=S)N/N=C/c1ccc(OCCOc2ccccc2C)cc1
-0.35	Cn1c(=O)c2cc(S(=O)(=O)NCCC(=O)NCCc3ccc(Cl)cc3)ccc2n(C)c1=O
-0.19	COc1ccc(CCn2c(NCCCN3CCOCC3)nc3c2c(=O)[nH]c(=O)n3C)cc1
1.1	O=c1[nH]c2ccc(Cl)cc2c(-c2ccccc2)c1SC(=S)N1CCOCC1
-0.098	CC(C)NS(=O)(=O)c1ccc(CCC(=O)NCc2ccco2)cc1
0.085	COc1ccc(OC)c(C(C)NC(=O)c2ccco2)c1 (stereo not given)
2.5	O=C(Nc1ccccc1SCC1CSc2nc3ccccc3c(=O)n21)c1ccccc1 (stereo not given)
0.0029	O=C(c1cc(Cl)cc(Cl)c1)N1CCOCC1
0.69	COC(=O)C(C)NC(=O)C12CC3CC(CC(C3)C1)C2 (stereo not given)
-7.1*	Cc1ccccc1NC(=O)c1ccc(CN2CCC(Cc3ccccc3)CC2)cc1
1.3	O=C(C1=C[C@@H](c2coc3ccccc3c2=O)C[C@@H](OCCCCO)O1)N1CCN(Cc2ccc3c(c2)OCO3)CC1
-0.79	CCCCC(=O)NC(Nc1cc(C)ccn1)(C(=O)OCC)C(F)(F)F (stereo not given)
0.96	O=C(CSc1nnc(-c2cccnc2)n1C1CCCCC1)NC1CCCCC1
-0.054	COC(=O)C1CCN(S(=O)(=O)c2cn(C)c(=O)n(C)c2=O)CC1
-0.32	Cc1ccc(S(=O)(=O)Nc2cc(Cl)c(O)cc2C)cc1
-0.43	COc1ccc(S(=O)(=O)N(CC(=O)NCc2ccco2)c2ccccc2)cc1
-2.9	COc1ccc(C(=O)Nn2c(SCC(=O)N3CCC(C)CC3)nc3ccccc3c2=O)cc1
0.49	COCCNC(=O)Cn1nc(C)c2ccccc2c1=O
-2.7	O=S(=O)(Nc1ccc(S(=O)(=O)N2CCCCCC2)cc1)c1cccs1
-2	COCCCNC(=O)CSC1=Nc2ccccc2C2=NC(CC(=O)NCc3ccccc3)C(=O)N12 (stereo not given)
-0.14	COc1ccc(CCNC(=O)CC2COc3ccccc3O2)cc1OC (stereo not given)
1.3	CCSc1nnc(-c2cccnc2)n1-c1ccc(Cl)c(C)c1
-2.7	Cc1ccc(C(c2nnnn2C(C)(C)C)N2CCC(C)CC2)cc1 (stereo not given)
-0.42	CCOC(=O)c1c(C)[nH]c2cc(Br)c(OC)cc12
0.8	COCCn1c(SCC(=O)NC(=O)NC(C)(C)C)nc2ccccc21
-1.1	CN1CC=C2C(C#N)=C(N)C(C#N)(C#N)C(CCc3ccccc3)C2C1 (stereo not given)
-1.4	Cc1ccc(C)c2sc(NC(=O)c3ccc(N4CCCCC4)c([N+](=O)[O-])c3)nc12
0.12	Cc1nnsc1S(=O)(=O)Cc1ccccc1Cl
0.73	CC1(C)CC(=O)C=C(NCc2cccnc2)C1
0.31	O=C(O)c1ccc2c(c1)C(c1ccccc1)OC2=O (stereo not given)
0.64	Cc1ccc(S(=O)(=O)N2C(=O)CCC2C(=O)Nn2cnnc2)cc1 (stereo not given)
-0.44	CC[C@H]1OC(=O)[C@H](C)[C@@H](O[C@H]2C[C@@](C)(OC)[C@@H](O)[C@H](C)O2)[C@H](C)[C@@H](O[C@@H]2O[C@H](C)C[C@H](N(C)C)[C@H]2O)[C@](C)(OC)C[C@@H](C)C(=O)[C@H](C)[C@@H](O)[C@]1(C)O
-0.18	CC(Oc1ccccc1)C(=O)NC1CC(C)(C)NC(C)(C)C1 (stereo not given)
0.95	O=c1oc(-c2cccs2)nc2sc3c(c12)CCC3
0.36	CC(C)CC(=O)N1CCN(CC2CC=CCC2)CC1 (stereo not given)
